cardiac RTF act = cardiac RTF calcium sensitivity activators, primary screen, biochemical, IANBD-TnC fluorescence, EC20 calcium; IANBD-labeled TnC RTF fluorescence at EC20 calcium; 0% EC20 calcium, 100% full calcium; activation, % at 7.2 µM; 340,000 compounds, 0.24% hits; AID 493008, 2010;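 active = activation above the mean over all tested compounds plus 3 SD, cut at about 30% in these data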;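 also: rise in fluorescence read as greater calcium sensitivity of cardiac thin filaments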
Cardiac RTF inh = cardiac RTF calcium sensitivity inhibitors, primary screen, biochemical, IANBD-TnC fluorescence, EC70 calcium; inhibition, % at 7.15 µM; 340,000 compounds, 0.12% hits; IANBD-labeled cardiac RTF, Ca2+ fluorescence; Troponin I, cardiac muscle (Homo sapiens) + Troponin T, cardiac muscle (Homo sapiens) + …;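 active = inhibition above the mean inhibition of all tested compounds plus 3 SD, cut at about 17% in these data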;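 also: assay run at fixed EC70 calcium of 1.6 mM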
Keap1-Nrf2 PPI = Keap1-Nrf2 protein-protein interaction inhibitors, primary screen, biochemical, fluorescence polarization, single point | Kelch-like ECH-associated protein 1 (Homo sapiens), Q14145 | Keap1 Kelch-Nrf2 peptide fluorescence polarization, 1536-well | inhibition, % at 9.4 µM | 340,000 compounds, 0.15% hits | AID 504523, 2011; in the data active = inhibition above about 12%;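 also: human Keap1 Kelch domain with fluorescein labeled Nrf2 9mer peptide probe; 0% = neutral control wells and 100% = peptide positive control; higher means more block of Keap1 binding to Nrf2 peptide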
Target sequence (Q14145 whole entry, looked up, the tested form may be a part): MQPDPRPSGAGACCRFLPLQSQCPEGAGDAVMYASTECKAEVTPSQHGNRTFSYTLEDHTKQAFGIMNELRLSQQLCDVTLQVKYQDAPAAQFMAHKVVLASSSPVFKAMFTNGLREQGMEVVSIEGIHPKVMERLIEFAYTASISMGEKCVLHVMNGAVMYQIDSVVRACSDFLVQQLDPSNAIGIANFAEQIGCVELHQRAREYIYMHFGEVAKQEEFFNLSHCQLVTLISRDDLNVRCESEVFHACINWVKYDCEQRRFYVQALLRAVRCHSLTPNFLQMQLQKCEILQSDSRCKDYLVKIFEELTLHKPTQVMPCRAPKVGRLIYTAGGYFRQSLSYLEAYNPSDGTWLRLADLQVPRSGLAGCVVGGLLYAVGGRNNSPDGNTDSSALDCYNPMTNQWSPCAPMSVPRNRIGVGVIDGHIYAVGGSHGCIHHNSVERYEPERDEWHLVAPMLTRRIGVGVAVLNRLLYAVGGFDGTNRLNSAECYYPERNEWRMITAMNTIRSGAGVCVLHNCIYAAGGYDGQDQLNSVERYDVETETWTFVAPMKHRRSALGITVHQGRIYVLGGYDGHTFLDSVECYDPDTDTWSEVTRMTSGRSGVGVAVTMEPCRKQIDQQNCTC
OPRM1-OPRD1 inv = inverse agonists of MOR-DOR heterodimerization, primary screen, cell-based, luminescence | AID 504357, 2011 | inhibition, % at 9.3 µM | cell-based MOR-DOR heterodimer luminescence, inverse agonism | 340,000 compounds, 0.21% hits | Mu-type opioid receptor (Homo sapiens) + Delta-type opioid receptor (Homo sapiens), …; in the data active = inhibition above about 22%, passing the limit was not always enough;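 also: 0% = cells with DMSO and 100% = wells without cells with DMSO; values of inactives mirror those of a sister screen read the other way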
OPRM1-OPRD1 ag = agonists of OPRM1-OPRD1 heterodimerization, primary screen, cell-based, luminescence. Mu-type opioid receptor (Homo sapiens) + Delta-type opioid receptor (Homo sapiens), …. cells. activation, % at 9.3 µM. 340,000 compounds, 0.3% hits. AID 504326, 2011; in the data active = activation above about 18%;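 also: 0% = vehicle-treated cells and 100% = reference agonist; values of inactives mirror those of a sister screen read the other way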
LANA DNA inh = inhibitors of KSHV C-LANA binding to DNA, primary screen, biochemical, fluorescence polarization, FAM-LBS DNA, MBP-C-LANA, single point; Kaposi's sarcoma herpesvirus LANA C-terminal domain (residues 932-1162) DNA binding; inhibition, % at 9 µM; 340,000 compounds, 0.078% hits;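 active = highest replicate inhibition at or above 60% at 9 µM, even if other replicates fall short; inactive = all replicates below 60% inhibition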;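 also: 0% = neutral control wells and 100% = 4 µM acridine orange control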
HTR5A inv ctr = HTR5A inverse agonists in luminescence cell assay, primary screen, counter-screen for OPRM1-OPRD1 heterodimer inverse agonist project, full-deck HTS; inhibition, % at 9.3 µM; 5-hydroxytryptamine receptor 5A (Homo sapiens), P47898; HTR5A cell line, inverse agonism; 340,000 compounds, 0.083% hits; in the data active = inhibition mostly above about 23%, no sharp cut-off; inactive = mostly below about 18%;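 also: 0% = cells with DMSO and 100% = no-cell wells with DMSO; some compounds called inactive have numbers as strong as hits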
Target sequence (P47898 whole entry, looked up): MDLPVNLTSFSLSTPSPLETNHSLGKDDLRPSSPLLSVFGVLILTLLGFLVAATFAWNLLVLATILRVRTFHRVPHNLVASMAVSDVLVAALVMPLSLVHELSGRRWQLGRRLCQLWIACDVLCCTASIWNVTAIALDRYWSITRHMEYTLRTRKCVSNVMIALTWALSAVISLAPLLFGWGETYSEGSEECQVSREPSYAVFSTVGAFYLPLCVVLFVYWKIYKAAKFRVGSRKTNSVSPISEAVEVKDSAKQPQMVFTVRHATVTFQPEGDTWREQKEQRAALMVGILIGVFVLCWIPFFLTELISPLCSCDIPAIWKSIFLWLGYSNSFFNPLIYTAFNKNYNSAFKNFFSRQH
CAL PDZ FP = untagged CAL PDZ binding inhibitors, primary screen, biochemical, fluorescence polarization, HTS | purified CAL PDZ, TMR-peptide fluorescence polarization, 1 h | inhibition, % at 24.9 µM | 300,000 compounds, 0.92% hits;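 active = mean inhibition of at least 30% with at least half of replicates also reaching 30%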;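 also: 0% = DMSO neutral control and 100% = excess unlabeled competitor peptide PRC23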
HTR5A ag = HTR5A agonists in luminescence cell assay, primary screen, counter-screen for OPRM1-OPRD1 heterodimer agonist project, full-deck HTS; 5-hydroxytryptamine receptor 5A (Homo sapiens), P47898; cell-based; activation, % at 9.3 µM; 340,000 compounds, 0.61% hits; AID 504692, 2011; in the data active = activation mostly above about 9.5%, no sharp cut-off; inactive = mostly below about 7.6%;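 also: 0% = cells with vehicle only and 100% = reference agonist; strong numbers were not always called active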
V-ATPase pHluor = regulators of yeast V-ATPase proton pumping, primary screen, pHLuorin cytosolic pH fluorescence; S. cerevisiae; response, % at 10 µM; 350,000 compounds, 0.37% hits; in the data active = response mostly above about 7.3%, no sharp cut-off; inactive = mostly below about 5.4%; also: actives read high; inactives centre near 0; some compounds called inactive have numbers as strong as hits; reference of the scale not given here
* marks the source's active call; other numbers are inactive results; . = no result given. Compounds as they come, and some 2.8% of all compounds hit somewhere here.

SMILES	cardiac RTF act	Cardiac RTF inh	Keap1-Nrf2 PPI	OPRM1-OPRD1 inv	OPRM1-OPRD1 ag	LANA DNA inh	HTR5A inv ctr	CAL PDZ FP	HTR5A ag	V-ATPase pHluor
CC(=O)C1=C(O)C(=O)N(c2cccc(C(=O)O)c2)C1c1ccccc1F (configuration not stated)	3.2	-8.1	-2.3	1.4	-0.3	0.6	18.1	3.4	1.7	3.2
COc1ccc(OC)c(NC(=O)COc2ccc(Br)cc2)c1	1.2	-5.6	0.4	-22.3	4.8	-0.5	-15.0	-1.0	4.1	-0.8
CSc1ccc(Cn2nnc(C(=O)NCCc3ccc(Cl)cc3)c2N)cc1	7.3	-5.8	-3.3	-53.9	10.4	0.9	-10.8	-8.9	4.3	7.7
CSCC[C@H](NC(=O)c1cccs1)c1nnc2ccccn12	-0.2	-8.1	5.3	12.6	-2.4	2.8	6.8	-0.8	-1.7	-2.2
COc1cccc(N2CCN(C3CC(=O)N(c4ccc(C)c(Cl)c4)C3=O)CC2)c1 (configuration not stated)	-0.2	1.6	0.8	-13.3	2.5	-0.4	-29.9	.	1.5	1.3
S=C(Nc1ccccc1)N1CCCCCC1	0.3	0.1	-0.2	14.0	-2.6	1.2	-22.9	-2.1	-0.4	-0.1
CC(C)(C)NC(=O)NC(=O)COC(=O)CCC1CCCCC1	-5.8	-0.8	-5.3	-20.1	3.6	-0.1	-42.0	-1.0	0.7	-1.8
Cc1cccc(Oc2ccccc2NC(=O)CN2C(=O)NC3(CCCC3)C2=O)c1	4.0	-24.4	2.0	-6.6	1.0	0.1	0.7	-0.3	2.9	0.5
O=C(Nc1ccc2c(c1)OCO2)c1cccc(S(=O)(=O)N2CCOCC2)c1	0.3	0.0	-0.4	-0.1	0.0	-0.4	0.5	-18.0	-0.2	-5.5
COc1ccc(-n2c(SCC(=O)NCC3CCCO3)nc3c([nH]c4ccccc43)c2=O)cc1OC (configuration not stated)	-0.9	-2.0	-1.3	10.1	-2.5	2.0	-4.3	.	1.7	4.4
C=CCn1c(COc2ccc(CC)cc2)nnc1SC/C(O)=C(\C#N)c1nc2ccccc2[nH]1	0.1	-2.6	1.8	1.9	-0.3	1.3	-17.9	-2.4	-1.5	-3.8
Cc1ccccc1NC(=S)NCCC(c1ccccc1)c1ccccc1	1.4	-2.7	1.9	-1.3	0.2	-0.9	12.8	-5.0	-5.0	-3.5

Of the compounds above, these have an aryl thioether with sulfur outside any ring.
SMILES	cardiac RTF act	Cardiac RTF inh	Keap1-Nrf2 PPI	OPRM1-OPRD1 inv	OPRM1-OPRD1 ag	LANA DNA inh	HTR5A inv ctr	CAL PDZ FP	HTR5A ag	V-ATPase pHluor
CSc1ccc(Cn2nnc(C(=O)NCCc3ccc(Cl)cc3)c2N)cc1	7.3	-5.8	-3.3	-53.9	10.4	0.9	-10.8	-8.9	4.3	7.7
COc1ccc(-n2c(SCC(=O)NCC3CCCO3)nc3c([nH]c4ccccc43)c2=O)cc1OC (configuration not stated)	-0.9	-2.0	-1.3	10.1	-2.5	2.0	-4.3	.	1.7	4.4
C=CCn1c(COc2ccc(CC)cc2)nnc1SC/C(O)=C(\C#N)c1nc2ccccc2[nH]1	0.1	-2.6	1.8	1.9	-0.3	1.3	-17.9	-2.4	-1.5	-3.8

Other structures.
SMILES	cardiac RTF act	Cardiac RTF inh	Keap1-Nrf2 PPI	OPRM1-OPRD1 inv	OPRM1-OPRD1 ag	LANA DNA inh	HTR5A inv ctr	CAL PDZ FP	HTR5A ag	V-ATPase pHluor
Cc1ccc(C)c(N(CC(=O)NCCC2=CCCCC2)S(C)(=O)=O)c1	-4.8	-2.2	1.4	2.2	-0.4	-0.2	1.6	-4.7	3.4	1.4
COc1ccc(NC(=S)c2ccc3ccccc3n2)cc1	5.4	-10.4	-4.5	9.4	-1.9	-0.1	14.8	1.2	-4.0	-3.3
O=C1N(Cc2cccc(Cl)c2)C[C@@H]2C[C@@H](c3ccccn3)N3CCC[C@@]123	3.6	0.6	-6.6	9.7	-1.9	-0.9	8.0	-1.5	2.2	0.9
C/C(=N/NC(=O)CNC(=O)COc1ccccc1)c1ccco1	4.6	-1.1	-5.5	11.5	-2.3	-0.2	23.4	-5.7	0.1	2.7
O=C(c1ccco1)N(Cc1cccc(Br)c1)C1CCS(=O)(=O)C1 (configuration not stated)	3.6	8.1	3.3	15.2	-3.0	-1.4	-3.3	-2.7	-4.1	2.5
Clc1ccccc1N1CCN(c2ncnc3nc[nH]c23)CC1	-3.1	-3.9	-0.3	15.9	-3.1	-0.5	-9.2	-2.4	3.3	-2.1
O=C(/C=C/c1ccccc1)NC(=S)Nc1ccccc1C(=O)NC1CCCCC1	1.4	8.8	-1.3	-11.8	2.1	-0.1	3.7	-2.8	2.1	4.6
COc1ccc(S(=O)(=O)N2CCOC2CNC(=O)C(=O)NCCc2ccccc2OC)cc1 (configuration not stated)	2.2	-5.9	1.6	4.0	-0.7	0.6	-4.6	.	-0.6	0.8
COc1ccc(CCNC(=O)N2c3ccccc3Sc3ccccc32)cc1	-3.9	0.0	-1.9	-8.9	1.5	0.1	-12.3	-4.9	-1.8	-2.8
CCC(Oc1ccccc1)C(=O)Nc1ccccc1C(=O)N1CCCCC1 (configuration not stated)	-3.6	-2.8	-2.1	5.4	-1.0	-0.5	-11.5	-1.6	0.2	-1.1
Cc1ccc(-n2c(C)nnc2SCC(=O)N(C)c2c(N)n(Cc3ccccc3)c(=O)[nH]c2=O)cc1	-5.6	-2.0	0.5	17.1	-4.1	0.0	18.3	4.4	-7.5	2.9
CCOc1cc(NC(=O)c2ccco2)c(OCC)cc1NC(=O)COc1ccccc1	5.1	-15.0	-3.2	-30.6	5.0	0.2	-0.6	7.2	2.3	2.1
Cc1ccc(CN2CCN(Cc3cnc(C)[nH]3)CC2CCO)cc1 (configuration not stated)	-1.8	-5.8	-2.8	11.8	-2.3	0.0	-7.2	2.3	2.8	-2.2
Clc1ccc(CN2CCN(c3ccccc3)CC2)cn1	-4.3	-0.2	0.8	6.0	-1.2	-0.5	-1.9	-2.7	0.7	-2.2
O=C1CSC(=Nc2ccc(Cl)cc2)N1Cc1ccco1	5.8	-1.8	-3.1	-0.7	0.1	-0.8	-11.2	-3.8	-0.9	15.9
Cc1nc(N(C)C)c2sc(=S)n(Cc3ccccc3)c2n1	1.0	-6.0	0.3	-3.1	0.7	0.8	-18.3	-1.5	4.8	-1.4
CC(C)C(OC(=O)c1ccco1)C(=O)NC1CCCCC1 (configuration not stated)	3.1	-2.8	-5.7	11.1	-2.1	0.2	-5.3	1.6	-0.9	-0.7
CCCC(=O)Nc1ccccc1NC(=O)c1ccc(OC(C)=O)cc1	1.7	-6.6	-8.8	3.1	-0.6	-0.7	-19.9	9.7	3.6	2.5
Cc1ccccc1C(=O)N1CCC(C(=O)NN2C(=O)NC3(CCCCC3)C2=O)CC1	1.8	-12.2	-2.2	12.1	-3.1	-2.2	4.9	2.1	-2.0	8.1
CC(NC(=O)CN(C)Cc1cccc(F)c1)c1ccccc1 (configuration not stated)	-4.6	-4.0	-2.8	-6.3	1.3	0.7	-2.6	-4.5	0.7	8.7
O=C(O)COc1c(-c2ccco2)oc2ccccc2c1=O	6.8	-14.3	-9.5	-1.9	0.4	2.2	1.7	-1.9	-0.3	-2.0
COc1cc(C)c(N)cc1C(C)C	-3.9	-1.1	-3.1	-2.2	0.4	1.0	-11.6	-2.5	4.5	-0.2
NC(=O)c1ccsc1NC(=O)COC(=O)c1ccc(Cl)nc1	-5.2	-5.5	-1.7	1.4	-0.2	0.6	11.8	-6.3	-1.2	0.0
CCC1CCCCN1S(=O)(=O)c1ccc([N+](=O)[O-])cc1 (configuration not stated)	2.0	-4.5	0.9	-10.6	2.2	2.7	4.2	-2.6	-1.2	-1.7
O=C1OCCN1C(=O)[C@H]1[C@H](c2ccccc2)C(c2cccc(Cl)c2)=NN1c1ccccc1	6.0	-4.4	-4.8	-25.5	5.3	-1.2	-1.6	-4.8	0.4	0.1
O=C(CN(Cc1ccccc1)S(=O)(=O)c1ccc2c(c1)OCCO2)Nc1ccc2c(c1)OCCO2	-4.3	1.7	-0.8	15.2	-2.6	0.2	1.6	-1.3	-3.8	-0.2
N/C(=N\OC(=O)CCc1ccccc1)c1cccc(Br)c1	1.3	-0.4	-1.7	-16.6	3.0	1.0	-6.4	-5.9	-2.4	4.2
O=c1c2ccccc2c(/C=N/c2nnc(Cc3ccccc3)s2)c(O)n1-c1ccc(Cl)cn1	5.5	1.6	-1.0	8.1	-1.6	-5.0	2.0	0.4	-0.6	1.6
O=C(CC(C(=O)O)P(=O)(c1ccccc1)c1ccccc1)c1ccc(Br)cc1 (configuration not stated)	-0.3	-4.4	1.6	13.3	-2.6	10.3	-37.0	1.8	1.9	1.0
CCn1cc(/C=C/C(=O)c2ccc(O)cc2)c(C)n1	0.7	-13.2	3.0	14.8	-2.8	1.7	-1.6	-2.1	0.7	0.3
O=C(CSc1nc2c(c(=O)[nH]1)CCC2)Nc1ccccc1Cl	-3.2	-1.1	4.5	-12.1	1.5	0.7	-16.5	.	0.6	6.2
CC1=CC(C)(C)n2c(O)c(N=NC(N)=S)c3c(C)ccc1c32	-2.3	3.6	-4.2	-5.7	1.1	2.6	-6.5	-0.1	0.2	-2.8
O=C(NCCS(=O)(=O)c1ccc(Br)cc1)c1ccc(F)cc1	-7.1	-5.5	-4.3	6.6	-1.2	0.2	-13.6	-0.4	4.4	-4.2
COc1c(OC)c(O)c2c(=O)c(O)c(-c3ccccc3)oc2c1OC	2.9	8.4	-4.8	-6.0	1.2	0.0	34.0	5.1	-4.2	1.7
Cc1nn(C)cc1/C=N/NC(=O)CSc1ccccn1	8.1	-7.7	-3.9	8.0	-1.6	-0.2	15.1	-4.3	0.7	-3.5
COc1ccc(OCc2cc(C(=O)NC3CCOC(C)(C)C3)no2)c2ccccc12 (configuration not stated)	-2.8	-13.3	7.9	-23.6	4.1	-1.6	-4.6	-3.7	1.3	0.8
CCOC(=O)c1ccc(NC(=O)NCc2ccncc2)cc1	-2.8	1.4	-0.8	8.9	-1.5	0.7	-10.7	-3.9	4.0	-0.1
CCSCc1nnc(SCC(=O)Nc2cccc(C(C)=O)c2)n1C	-2.5	-0.6	-3.2	6.3	-1.3	-1.0	-1.6	-3.4	0.6	-0.9
O=C(NCc1cccnc1)C1CC(c2ccc(F)cc2)=NO1 (configuration not stated)	-0.6	-8.7	0.2	7.9	-1.6	0.5	-1.0	-9.2	2.8	1.5
CC(C)/C=C1\CCCCC1N(C)C(=O)NC(C)C (configuration not stated)	-5.6	3.8	3.0	2.9	-0.5	0.8	-4.8	-2.1	0.0	-6.8

Bioassay records (PubChem BioAssay)
